Assay outcomes as filed in PubChem.
Tcruzi prolif: T. cruzi proliferation inhibition; T. cruzi beta-gal in NIH3T3, GalScreen luminescence, 90 h; inhibition, % at 8.34 µM; AID 624255; 5.9% of 77,000 active;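 active = mean inhibition above about 93%, with at least 55% of replicates each passing it, limit read from the data, passing the limit was not always enough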
C diff growth: C. difficile growth inhibition. Clostridium difficile clinical isolate growth, OD600, 24 h; active compounds read low. growth activity, negative = inhibition, % at 16 µg/mL (by protocol). AID 1259249. 0.25% of 86,000 active;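 active = mean growth activity at or below -80% and every replicate also at or below -80%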;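 also: 0% = DMSO wells and -100% = levofloxacin 16 µg/mL wells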
GASC1 inh: inhibitors of human demethylase GASC-1 KDM4C; GST-KDM4C 2-372, H3K9me3 peptide, LANCE TR-FRET; inhibition, % at 12.5 µM; 0.15% of 96,000 active; AID 720574;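 active = mean replicate inhibition above about 25%, with at least 55% of replicates also reaching it, limit read from the data, passing the limit was not always enough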
Target sequence (Q9H3R0 2-372 limits assumed): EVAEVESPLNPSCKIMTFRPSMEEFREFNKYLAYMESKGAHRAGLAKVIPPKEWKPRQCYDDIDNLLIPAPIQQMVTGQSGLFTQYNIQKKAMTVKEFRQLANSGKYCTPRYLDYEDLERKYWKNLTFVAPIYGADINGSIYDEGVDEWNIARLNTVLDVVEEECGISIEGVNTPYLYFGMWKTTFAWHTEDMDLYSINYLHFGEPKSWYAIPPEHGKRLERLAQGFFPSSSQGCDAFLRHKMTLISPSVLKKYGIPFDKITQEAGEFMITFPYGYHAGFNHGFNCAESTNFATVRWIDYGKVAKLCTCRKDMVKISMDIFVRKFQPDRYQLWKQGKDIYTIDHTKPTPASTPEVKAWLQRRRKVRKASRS
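Compound: one test concentration per compound; Material: GST-GASC-1 enzyme fragment 2-372; Amount: GASC-1 enzyme at 10 nM final in reaction; Also added: H3K9me3 peptide substrate, Fe(II), 2-oxoglutarate; Technique: LANCE TR-FRET; Times: 30 min demethylation and 1 h detection at room temperature.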
Pf Dd2 growth: P. falciparum Dd2 growth inhibition. SYBR Green, 72 h; active compounds read low. activity change, % at 10 µM. 2.3% of 94,000 active. AID 1159554; in the data active = activity change below about -80%
Starred values were filed as active, the others as inactive; & = joins results of further samples.

`CN1C(=O)c2cc(NC(=O)c3ccc(C(F)(F)F)cc3)ccc2OC[C@H]2O[C@H](CC(=O)NC3Cc4ccccc4C3)CC[C@@H]21` gave Tcruzi prolif 49, C diff growth -16, GASC1 inh -0.4 and Pf Dd2 growth -25.
O=C(O)[C@@H]1[C@@H](CO)[C@@H]2Cn3c(ccc(/C=C/c4ccccc4)c3=O)[C@@H]2N1C(=O)C1CCCC1 was read as C diff growth -9, GASC1 inh 1.0 and Pf Dd2 growth -13.
`CCN1[C@H](C(=O)NCCOC)[C@@H](CO)[C@@H]2Cn3c(ccc(-c4ccc(C(=O)N(C)C)cc4)c3=O)[C@@H]21` gave Tcruzi prolif 47, C diff growth -2, GASC1 inh 3.0 and Pf Dd2 growth 4.
O=C(CC1CC1)N1CC(=O)N2[C@H](C1)[C@@H](c1ccc(-c3ccccc3)cc1)[C@@H]2CO was read as C diff growth -6, GASC1 inh 2.3 and Pf Dd2 growth 13.
For CN(C)c1ccc2c(c1)[C@H]1C[C@H](CC(=O)NCc3ccc(Cl)cc3)O[C@H](CO)[C@H]1O2 the results were Tcruzi prolif 91, C diff growth -1, GASC1 inh 12 and Pf Dd2 growth -62.
Screening O=C(C1CC1)N1CC(=O)N2[C@H](CO)[C@@H](c3ccc(C#CCc4ccccc4)cc3)[C@@H]2C1 returned C diff growth -26, GASC1 inh 1.7 and Pf Dd2 growth -88*.
For C[C@@H]1CN([C@H](C)CO)S(=O)(=O)c2ccc(C#CC3CC3)cc2O[C@H]1CN(C)C(=O)C1CC1 the results were Tcruzi prolif 60, C diff growth 1, GASC1 inh -1.3 and Pf Dd2 growth -6.
`C[C@@H]1CN([C@H](C)CO)C(=O)c2cc(NC(=O)Cc3ccccc3)ccc2O[C@@H](C)CCCCO[C@@H]1CN(C)Cc1ccc(C(F)(F)F)cc1` gave Tcruzi prolif -11, GASC1 inh -1.3 and Pf Dd2 growth -49.
Screening CC(C)NC(=O)Nc1ccc2c(c1)C(=O)N([C@H](C)CO)C[C@H](C)[C@@H](CN(C)CC1CC1)OCCCC[C@H](C)O2 returned Tcruzi prolif 41, C diff growth 4, GASC1 inh 0.7 and Pf Dd2 growth 0.
`CO[C@H]1CN(C)C(=O)c2cc(NC(=O)Nc3cccc(Cl)c3)ccc2OC[C@H](C)N(C)C[C@@H]1C` gave Tcruzi prolif -129, C diff growth -3, GASC1 inh 1.0 and Pf Dd2 growth -27.

An excerpt from above in order of length of the SMILES, descending:
`CN1C(=O)c2cc(NC(=O)c3ccc(C(F)(F)F)cc3)ccc2OC[C@H]2O[C@H](CC(=O)NC3Cc4ccccc4C3)CC[C@@H]21` gave Tcruzi prolif 49, C diff growth -16, GASC1 inh -0.4 and Pf Dd2 growth -25.
O=C(O)[C@@H]1[C@@H](CO)[C@@H]2Cn3c(ccc(/C=C/c4ccccc4)c3=O)[C@@H]2N1C(=O)C1CCCC1 was read as C diff growth -9, GASC1 inh 1.0 and Pf Dd2 growth -13.
`CO[C@H]1CN(C)C(=O)c2cc(NC(=O)Nc3cccc(Cl)c3)ccc2OC[C@H](C)N(C)C[C@@H]1C` gave Tcruzi prolif -129, C diff growth -3, GASC1 inh 1.0 and Pf Dd2 growth -27.

Retrieved by structure from the list above, 2 records:
Screening CC(C)NC(=O)Nc1ccc2c(c1)C(=O)N([C@H](C)CO)C[C@H](C)[C@@H](CN(C)CC1CC1)OCCCC[C@H](C)O2 returned Tcruzi prolif 41, C diff growth 4, GASC1 inh 0.7 and Pf Dd2 growth 0.
O=C(CC1CC1)N1CC(=O)N2[C@H](C1)[C@@H](c1ccc(-c3ccccc3)cc1)[C@@H]2CO was read as C diff growth -6, GASC1 inh 2.3 and Pf Dd2 growth 13.

Other records
Screening O=C(C[C@@H]1CC[C@H]2[C@@H](COC[C@@H](O)CN2S(=O)(=O)c2cccc(Cl)c2)O1)N1CCOCC1 returned Tcruzi prolif -3, GASC1 inh 2.1 and Pf Dd2 growth -1.
For CCC(=O)N(C)C[C@@H]1Oc2cc(C#CC(C)(C)O)ccc2S(=O)(=O)N([C@H](C)CO)C[C@H]1C the results were Tcruzi prolif -5, C diff growth -2, GASC1 inh -1.7 and Pf Dd2 growth 0.
Screening COC(=O)C[C@H]1CC[C@H]2[C@@H](COC[C@H](O)CN2CCC(F)(F)F)O1 returned Tcruzi prolif 28, C diff growth -6&-10 and GASC1 inh 3.4.
`O=C(NCC[C@H]1CC[C@H](NS(=O)(=O)c2ccccc2F)[C@@H](CO)O1)c1ccc(F)cc1` gave Tcruzi prolif 68, GASC1 inh -0.3 and Pf Dd2 growth -12.
For C[C@@H]1CN([C@@H](C)CO)C(=O)Cc2cc(NC(=O)Nc3ccc(C(F)(F)F)cc3)ccc2O[C@H]1CN(C)S(=O)(=O)c1cccs1 the results were Tcruzi prolif 36, C diff growth -5, GASC1 inh -1.5 and Pf Dd2 growth 8.
C[C@@H]1CN([C@@H](C)CO)C(=O)c2cc(-c3ccc(C#N)cc3)cnc2O[C@H]1CN(C)Cc1ccccn1 was read as Tcruzi prolif -69, C diff growth 1, GASC1 inh 1.8 and Pf Dd2 growth 11.
For O=C(NC[C@H]1N[C@H](CO)[C@H]1c1ccccc1)C1CC1 the results were Tcruzi prolif -5, C diff growth 4, GASC1 inh 0.5 and Pf Dd2 growth 9.
C[C@@H]1CN([C@@H](C)CO)C(=O)c2cc(Br)cnc2O[C@H]1CN(C)Cc1cccc(C(=O)O)c1 was read as Tcruzi prolif 10, C diff growth 38, GASC1 inh -1.1 and Pf Dd2 growth 14.
C[C@@H]1CCCCO[C@H](CN(C)C(=O)Nc2ccc3c(c2)OCO3)[C@H](C)CN([C@@H](C)CO)C(=O)c2cc(NC(=O)CCCN(C)C)ccc2O1 was read as Tcruzi prolif 33, C diff growth 5, GASC1 inh 5.1 and Pf Dd2 growth -22.
For COCc1cn(CC[C@@H]2CC[C@H](NC(=O)Nc3ccc(C(F)(F)F)cc3)[C@H](CO)O2)nn1 the results were Tcruzi prolif 14, C diff growth 11, GASC1 inh -0.9 and Pf Dd2 growth -61.
`CCCN1C[C@H](C)[C@@H](OC)CN(C)C(=O)c2ccc(NC(=O)c3cnccn3)cc2OC[C@@H]1C` gave C diff growth -12, GASC1 inh 1.1 and Pf Dd2 growth -16.
`O=C(c1cnccn1)N1CC(=O)N2[C@H](C1)[C@@H](c1ccc(C#CCC3CCCC3)cc1)[C@@H]2CO` gave C diff growth -27, GASC1 inh -0.2 and Pf Dd2 growth -41.
Screening C[C@@H]1CCCCO[C@H](CN(C)C(=O)Nc2ccccc2)[C@@H](C)CN([C@H](C)CO)C(=O)c2cc(NC(=O)Nc3cccc4ccccc34)ccc2O1 returned Tcruzi prolif 52, GASC1 inh -1.4 and Pf Dd2 growth -32.
Cc1noc(C)c1NC(=O)N(C)C[C@H]1Oc2c(NC(=O)C3CCCCC3)cccc2C(=O)N([C@@H](C)CO)C[C@H]1C was read as Tcruzi prolif -8, C diff growth -2, GASC1 inh 4.1 and Pf Dd2 growth -47.
For C[C@@H]1CN([C@@H](C)CO)C(=O)c2cc(NS(=O)(=O)c3ccccc3)ccc2O[C@H]1CN(C)CC1CC1 the results were Tcruzi prolif 18, C diff growth -4, GASC1 inh 1.9 and Pf Dd2 growth 10.
Screening C[C@H](CO)N1C[C@H](C)[C@@H](CN(C)Cc2ccc(Cl)c(Cl)c2)Oc2ccc(NC(=O)Nc3ccccc3)cc2CC1=O returned Tcruzi prolif 56, C diff growth 10, GASC1 inh -0.2 and Pf Dd2 growth -31.
`Cc1ccc(S(=O)(=O)N[C@H]2CC[C@@H](CC(=O)NCc3ccc(Cl)c(Cl)c3)O[C@H]2CO)cc1` gave Tcruzi prolif 65, C diff growth -12, GASC1 inh -0.6 and Pf Dd2 growth -10.
COc1ccc(NC(=O)Nc2cccc3c2O[C@H](CN(C)S(=O)(=O)c2cccs2)[C@@H](C)CN([C@H](C)CO)C3=O)cc1 was read as Tcruzi prolif -21, C diff growth 1, GASC1 inh -1.2 and Pf Dd2 growth 1.
`C[C@H]1CN([C@@H](C)CO)C(=O)Cc2cc(NS(C)(=O)=O)ccc2O[C@H]1CN(C)S(C)(=O)=O` gave Tcruzi prolif -1, C diff growth -2, GASC1 inh 1.8 and Pf Dd2 growth 25.
For C[C@H]1CN([C@@H](C)CO)C(=O)c2cc(NS(=O)(=O)c3cn(C)cn3)ccc2O[C@H]1CN(C)S(=O)(=O)c1ccccc1 the results were Tcruzi prolif -57, C diff growth -1, GASC1 inh 1.3 and Pf Dd2 growth 26.
`CN(C)CC#Cc1ccc([C@H]2[C@@H](CO)N3CCCCN(CC4CC4)C[C@@H]23)cc1` gave Tcruzi prolif 59, C diff growth 12, GASC1 inh 3.8 and Pf Dd2 growth -43.
For C[C@@H]1CN([C@@H](C)CO)C(=O)c2cc(C#CC3CCCCC3)cnc2O[C@H]1CN(C)S(=O)(=O)c1ccc(F)cc1 the results were Tcruzi prolif 101*, C diff growth 2, GASC1 inh 12 and Pf Dd2 growth -39.
C[C@H](CO)N1C[C@H](C)[C@@H](CN(C)C(=O)c2cc(-c3ccccc3)on2)OCc2cn(nn2)CCCC1=O was read as Tcruzi prolif -3&47, C diff growth 10&-3, GASC1 inh 0.3 and Pf Dd2 growth 3&0.
Cc1noc(C)c1S(=O)(=O)Nc1ccc2c(c1)C(=O)N([C@H](C)CO)C[C@@H](C)[C@@H](CN(C)S(=O)(=O)c1cccs1)OCCCC[C@@H](C)O2 was read as Tcruzi prolif 80, GASC1 inh -1.5 and Pf Dd2 growth -78.
`COc1ccc(S(=O)(=O)N2[C@@H]3CNC[C@H]2C3c2ccc(-c3ccncc3)cc2)cc1` (some centres not stated) gave C diff growth -5&-12, GASC1 inh 0.0&0.8 and Pf Dd2 growth -9&-24.
For C[C@@H]1CN([C@@H](C)CO)C(=O)CCCn2nncc2CO[C@@H]1CN(C)S(=O)(=O)c1ccc(-n2cccn2)cc1 the results were Tcruzi prolif -84 and Pf Dd2 growth -12.
Screening O=C(Nc1ccc(F)cc1)N[C@H]1C=C[C@H](CC(=O)N2CCCCC2)O[C@H]1CO returned Tcruzi prolif -15, C diff growth 2, GASC1 inh -0.5 and Pf Dd2 growth -9.
`C[C@H]1CN([C@@H](C)CO)C(=O)Cc2cc(N(C)C)ccc2O[C@@H]1CN(C)S(=O)(=O)c1ccc(Cl)cc1` gave C diff growth 1, GASC1 inh 1.2 and Pf Dd2 growth -12.
For C[C@@H]1CCCCO[C@@H](CN(C)C(=O)Nc2ccccc2)[C@H](C)CN([C@@H](C)CO)C(=O)c2cc(NC(=O)Nc3cccc4ccccc34)ccc2O1 the results were Tcruzi prolif 39, GASC1 inh -2.7 and Pf Dd2 growth -23.
Screening COCCN(C[C@@H]1N[C@@H](CO)[C@H]1c1ccc(-c2cccnc2)cc1)C(C)=O returned Tcruzi prolif -24, C diff growth -5, GASC1 inh -1.9 and Pf Dd2 growth 21.
For CO[C@@H]1CN(C)C(=O)c2ccc(NS(=O)(=O)CC(F)(F)F)cc2OC[C@H](C)N(Cc2nccs2)C[C@@H]1C the results were Tcruzi prolif 20, GASC1 inh 2.3 and Pf Dd2 growth -35.
For CC(C)NC(=O)Nc1ccc2c(c1)CC(=O)N([C@H](C)CO)C[C@H](C)[C@H](CN(C)CC1CC1)O2 the results were Tcruzi prolif -12, C diff growth 2, GASC1 inh -1.0 and Pf Dd2 growth -2.
`CN(C)CC#Cc1ccc([C@H]2[C@H](CO)N3CCCCN(C(=O)NC4CCCC4)C[C@@H]23)cc1` gave Tcruzi prolif 32, C diff growth 8, GASC1 inh 4.4 and Pf Dd2 growth 7.
Screening COc1ccccc1CNC(=O)C[C@@H]1CC[C@@H]2[C@H](COC[C@H](O)CN2C(=O)Nc2ccc(C(F)(F)F)cc2)O1 returned Tcruzi prolif 86, GASC1 inh -0.4 and Pf Dd2 growth -15.
For COc1ccc(CN(C)C[C@@H]2Oc3ccc(NC(=O)Nc4c(C)noc4C)cc3CC(=O)N([C@@H](C)CO)C[C@@H]2C)cc1 the results were Tcruzi prolif -3, C diff growth 2, GASC1 inh 1.2 and Pf Dd2 growth -17.
`CC=Cc1ccc2n(c1=O)C[C@@H]1[C@@H](CO)[C@H](C(=O)NC3Cc4ccccc4C3)N(CC3CC3)[C@H]21` (mixture of isomers) gave Tcruzi prolif 75, C diff growth 4, GASC1 inh 1.5 and Pf Dd2 growth -6.
Screening CC(C)C#Cc1ccc2c(c1)O[C@@H](CN(C)C)[C@@H](C)CN([C@H](C)CO)S2(=O)=O returned GASC1 inh 60* and Pf Dd2 growth -33.
`CCS(=O)(=O)Nc1ccc2c(c1)C(=O)N(C)C[C@@H](OC)[C@H](C)CN(Cc1ccccn1)[C@H](C)CO2` gave Tcruzi prolif -17, GASC1 inh 1.6 and Pf Dd2 growth -11.
C[C@H](CO)N1C[C@H](C)[C@@H](CN(C)S(=O)(=O)c2ccccc2)OCCCC[C@H](C)Oc2ccc(NC(=O)CCC(F)(F)F)cc2C1=O was read as Tcruzi prolif 69, C diff growth 11 and Pf Dd2 growth -47.
For COc1ccccc1C(=O)Nc1ccc2c(c1)C(=O)N(C)[C@@H]1CC[C@@H](CC(=O)NCCc3ccncc3)O[C@@H]1CO2 the results were Tcruzi prolif -24, C diff growth 3 and GASC1 inh 0.2.
